E-selectin induc – E-selectin induction in HUVECs, primary screen, imaging, HUVEC, immunofluorescence imaging, single point | P16581 | normalized: neutral wells 0, TNF-alpha wells 100 | activation, % at 7.58 µM | actives 0.37% (n = 260,000) | AID 686992, 2013;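 active means mean E-selectin-positive cell signal at least 10% of the positive control, reached in at least 60% of replicates, without over 20% cell loss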;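 further: in these data hits start at about 27%; measured in HUVEC primary endothelial cells; signal is the percent of cells scored E-selectin positive by PE staining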
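Assay system: HUVEC, human umbilical vein endothelial cells / Amount: 3,000 HUVEC/well / Controls: TNF-alpha positive control, DMSO neutral control / Compound dosing: single concentration / Medium: EGM-2 over gelatin coat / Evaluation: percent E-selectin-positive cells / Signal: immunofluorescence imaging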
RAD52 inh – RAD52 DNA annealing inhibitors, primary screen, biochemical, FRET, single point, set 2 | AID 651710, 2012 | DNA repair protein RAD52 homolog (Homo sapiens), P43351 | recombinant RAD52 DNA annealing, FRET fluorescence | actives 0.46% (n = 360,000) | inhibition, % at 18.7 µM;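 active means every replicate showing at least 50% inhibition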
Casp6 inh – human caspase-6 inhibitors, primary screen, biochemical, VEID-R110 fluorescence, single point, set 2; P55212; purified caspase-6, Z-VEID-R110 cleavage fluorescence; inhibition, % at 12.5 µM; actives 0.53% (n = 350,000); AID 686996, 2013;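 active means mean inhibition across replicates at least about 35%, with every replicate also reaching that limit, limit read from the data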;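 further: 0% = median of neutral control wells and 100% = no fluorescence left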
Target sequence (P55212 24-179 limits assumed): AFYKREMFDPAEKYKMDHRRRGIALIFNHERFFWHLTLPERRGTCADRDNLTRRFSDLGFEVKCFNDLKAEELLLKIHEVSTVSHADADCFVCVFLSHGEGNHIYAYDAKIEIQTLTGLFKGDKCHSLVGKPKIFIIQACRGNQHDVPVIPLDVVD
Target sequence (P55212 194-293 limits assumed): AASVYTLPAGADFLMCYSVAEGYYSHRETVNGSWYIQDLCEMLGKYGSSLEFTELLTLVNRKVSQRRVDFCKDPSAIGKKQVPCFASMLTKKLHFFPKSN
esBAF inh – Bmi1 luciferase reporter increase in mESCs, primary screen, esBAF inhibitor project, mouse ES cells, Bmi1 luciferase knock-in, single point; 24 h; 100% = twice the neutral-well signal; reporter increase, % at 12.5 µM; actives 2% (n = 350,000); in the data active means activation above about 40%;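 further: 0% = median of the plate's neutral control wells and 100% = double that signal; a rise in the Bmi1 reporter signal indicates esBAF inhibition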
ARNT-TACC3 inh – disruptors of ARNT/TACC3 protein interaction, primary screen, biochemical, AlphaScreen, single concentration; AlphaScreen His-ARNT PAS-B/GST-TACC3 binding, luminescence; TACC3 fragment carries E629A point mutation; inhibition, % at 9.99 µM; actives 0.66% (n = 390,000);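 active means mean inhibition of replicates at least 50% and at least half of replicates each reaching 50%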;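 further: 0% = complete ARNT plus TACC3 wells and 100% = ARNT alone without TACC3; many hits fall short of the cut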
ERp5 block – inhibitors of ERp5-driven insulin aggregation, primary screen, biochemical, turbidity, absorbance 650 nm, single point. 90 min. actives 0.05% (n = 350,000). AID 651711, 2012. Protein disulfide-isomerase A6 (Homo sapiens), Q15084. inhibition, % at 9.99 µM;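 active means mean replicate inhibition above about 25%, with every replicate also reaching it, limit read from the data, passing the limit was not always enough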
Target sequence (Q15084 whole entry, looked up): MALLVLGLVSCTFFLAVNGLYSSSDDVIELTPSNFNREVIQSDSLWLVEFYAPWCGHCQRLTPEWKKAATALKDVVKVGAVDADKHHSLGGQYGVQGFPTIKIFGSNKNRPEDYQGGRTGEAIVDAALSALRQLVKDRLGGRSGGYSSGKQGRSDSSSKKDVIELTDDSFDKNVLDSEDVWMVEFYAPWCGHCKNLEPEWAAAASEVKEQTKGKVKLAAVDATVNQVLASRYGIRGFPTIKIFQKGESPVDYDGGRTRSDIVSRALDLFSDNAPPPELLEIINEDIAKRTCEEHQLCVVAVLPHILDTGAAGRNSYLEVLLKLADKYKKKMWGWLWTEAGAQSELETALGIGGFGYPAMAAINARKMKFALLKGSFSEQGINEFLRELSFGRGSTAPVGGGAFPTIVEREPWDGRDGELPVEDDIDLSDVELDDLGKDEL
RAD54 branch – inhibitors of human RAD54 branch migration, primary screen, biochemical, fluorescence, single point. DNA repair and recombination protein RAD54-like (Homo sapiens), Q92698. RAD54 Holliday junction branch migration, FAM/BHQ fluorescence. inhibition, % at 10.4 µM. actives 0.14% (n = 360,000);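 active means mean normalized replicate activity at least 40 and at least half of replicates scoring 40 or more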;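 further: 0% = median of neutral control wells and 100% = median of positive control wells; inhibitors cause a drop in the FAM fluorescence signal; in these data hits start at about 50%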
PglD DTNB – C. jejuni PglD acetyltransferase inhibitors, primary screen, biochemical, DTNB colorimetric, single point. actives 0.098% (n = 360,000). purified PglD enzyme, DTNB colorimetric CoA detection. AID 602405, 2012. UDP-N-acetylbacillosamine N-acetyltransferase PglD (Campylobacter jejuni). inhibition, % at 12.5 µM; in the data active means inhibition above about 16%, passing the limit was not always enough; further: strong numbers were not always called active
Active calls of the source: *; & = joins results of further samples.

For CC(=O)c1cccc(-c2ccnc3c2CC(C(=O)Nc2ccc(Cl)cc2)O3)c1 (centres undefined) the results were E-selectin induc 2.9, RAD52 inh 1, Casp6 inh 1, esBAF inh 4, ERp5 block -4, RAD54 branch 0 and PglD DTNB -3.
`O=C(Cc1c(F)cccc1Cl)NCCN1CCOCC1` gave RAD52 inh 5, Casp6 inh 2, esBAF inh -6, ARNT-TACC3 inh 2, ERp5 block 10, RAD54 branch 3 and PglD DTNB 1.
`Cn1cnc([N+](=O)[O-])c1Cl` gave E-selectin induc 2.3, RAD52 inh -14, Casp6 inh 1, ARNT-TACC3 inh -6, ERp5 block 1, RAD54 branch -3 and PglD DTNB -1.
For O=C(C1=NN(c2ccccc2)C2C(=O)N(c3cccc(Cl)c3)C(=O)C12)c1ccccc1 (centres undefined) the results were RAD52 inh -125, Casp6 inh 0, ARNT-TACC3 inh -2, ERp5 block 0, RAD54 branch -21 and PglD DTNB -7.
C/C=C/c1ccc([C@H]2[C@@H](CO)N(C(=O)CN(C)C)C23CN(C(=O)C2CCC2)C3)cc1 was read as E-selectin induc 0.1, RAD52 inh 4, Casp6 inh -5 and ERp5 block 4.
`O=C(C[C@H]1CC[C@@H]2[C@H](COC[C@@H](O)CN2C(=O)c2cccnc2)O1)NCc1ccc(-c2ccccc2)cc1` gave E-selectin induc 0.2, RAD52 inh -24, Casp6 inh 1, esBAF inh -3, ARNT-TACC3 inh 7, ERp5 block 11, RAD54 branch 9 and PglD DTNB 4.
CO[C@H]1CN(C)C(=O)c2ccc(NC(=O)C3CCCCC3)cc2OC[C@@H](C)N(Cc2nccs2)C[C@H]1C was read as E-selectin induc -0.1, RAD52 inh 0, Casp6 inh 0, esBAF inh 0, ARNT-TACC3 inh -6, ERp5 block -1, RAD54 branch -6 and PglD DTNB 0.
C[C@H]1CN([C@@H](C)CO)C(=O)c2cc(C#CCC3CCCC3)cnc2O[C@@H]1CN(C)C(=O)CC1CC1 was read as E-selectin induc 0.2&-0.1, RAD52 inh -10&20&-4, Casp6 inh 7&4&-1, esBAF inh 5&3&-1, ARNT-TACC3 inh -3&5, ERp5 block 2&1&-1, RAD54 branch -5&-3&-3 and PglD DTNB -5&2&0.
For Cc1ccc(S(=O)(=O)NCCCC(=O)O)cc1 the results were RAD52 inh 1, Casp6 inh 8, esBAF inh -6, ARNT-TACC3 inh -4 and ERp5 block -2.
Screening Cc1ccc(/C=C(\C#N)C(=O)NC(C)c2ccccc2)o1 (centres undefined) returned E-selectin induc -0.3, RAD52 inh -29, Casp6 inh 1, esBAF inh 2, ARNT-TACC3 inh 0, ERp5 block -8, RAD54 branch 11 and PglD DTNB -1.
COc1ccc2c3c([nH]c2c1)[C@@H](CO)N(C(=O)Nc1cccc(F)c1)CC31CCN(S(=O)(=O)c2ccccc2)CC1 was read as E-selectin induc -0.3, RAD52 inh -2, Casp6 inh 4 and ERp5 block -4.
CCc1ccc(C(=O)COC(=O)C(Cc2ccccc2)NC(=O)C2CCC(C)CC2)cc1 (centres undefined) was read as esBAF inh -1, ARNT-TACC3 inh -6, RAD54 branch -9 and PglD DTNB 11.
For CC(=O)c1cccc(NC(=O)c2sc3nc4n(c(=O)c3c2C)CCCC4)c1 the results were RAD52 inh -9, Casp6 inh -2, esBAF inh 49*, ARNT-TACC3 inh 2, ERp5 block -4, RAD54 branch 10 and PglD DTNB -1.
Screening Cc1cccc(C)c1NC(=O)CN(C)C(=O)[C@H](C)NC(=O)c1ccco1 returned RAD52 inh -1, Casp6 inh -2, esBAF inh 1, ARNT-TACC3 inh 4, ERp5 block 0, RAD54 branch 11 and PglD DTNB -2.
CCC(=O)N1CC2(C1)[C@@H](c1ccc(-c3ccc(C#N)cc3)cc1)[C@@H](CO)N2C(C)=O was read as E-selectin induc 0.5, RAD52 inh -26, Casp6 inh -1 and ERp5 block 6.
`C[C@@H]1CN([C@H](C)CO)C(=O)c2cc(NC(=O)C3CCCCC3)ccc2O[C@H]1CN(C)C` gave E-selectin induc -0.3, RAD52 inh 0, Casp6 inh 7, esBAF inh 1, ARNT-TACC3 inh -5, ERp5 block 10, RAD54 branch 10 and PglD DTNB 1.
`COc1ccc(CN2C[C@H](O)COC[C@H]3O[C@H](CC(=O)NCc4ccccc4Cl)CC[C@@H]32)cc1` gave E-selectin induc -0.2, RAD52 inh 13, Casp6 inh 0, esBAF inh -1, ARNT-TACC3 inh -12, ERp5 block 5, RAD54 branch 10 and PglD DTNB 0.
O=[N+]([O-])c1cc(F)c2cccnc2c1O was read as E-selectin induc 0.0, RAD52 inh -15, Casp6 inh 92*, esBAF inh -13, ARNT-TACC3 inh 70*, ERp5 block -4, RAD54 branch -10 and PglD DTNB -7.
Screening C[C@H](CO)N1C[C@H](C)[C@@H](CN(C)C)OCCCC[C@H](C)Oc2ccc(NC(=O)Cc3ccccc3)cc2C1=O returned E-selectin induc 0.1, RAD52 inh -21, Casp6 inh 1, esBAF inh -3, ARNT-TACC3 inh 1, ERp5 block 1, RAD54 branch 7 and PglD DTNB -4.
For COc1ccc(OC)c(NC(=O)CC2C(=O)NCCN2C(=O)c2ccccc2)c1 (centres undefined) the results were RAD52 inh -12, Casp6 inh 0, esBAF inh -10, ERp5 block -6, RAD54 branch 5 and PglD DTNB -4.
CN(CC(=O)NCC1CCCCC1)CC(=O)Nc1ccccc1Br was read as E-selectin induc -2.1, RAD52 inh -1, Casp6 inh 3, esBAF inh 4, ARNT-TACC3 inh -3, RAD54 branch -9 and PglD DTNB 0.
`COc1ccc(S(=O)(=O)N(C)C[C@@H]2OCCCC[C@@H](C)Oc3ccc(NC(=O)NC(C)C)cc3C(=O)N([C@H](C)CO)C[C@H]2C)cc1` gave E-selectin induc 0.2, RAD52 inh 18, Casp6 inh 0, esBAF inh 0, ARNT-TACC3 inh -3, ERp5 block -3, RAD54 branch 8 and PglD DTNB 3.
For C[C@H](NC(=O)Cc1ccccc1)C(=O)N1CCC2(CC1)NCCc1[nH]cnc12 the results were E-selectin induc -0.2, RAD52 inh -4, Casp6 inh -2, esBAF inh -2, ARNT-TACC3 inh 9, ERp5 block 1, RAD54 branch 6 and PglD DTNB -3.
`O=C(Nc1ccccc1N1CCN(C(=O)c2ccccc2)CC1)c1ccc(Cl)cc1` gave E-selectin induc -1.8, RAD52 inh -6, Casp6 inh 10, esBAF inh -1, ARNT-TACC3 inh 3, ERp5 block 11, RAD54 branch 0 and PglD DTNB 1.
`CCN(C(=O)CN1CCCCCC1)c1c(N)n(Cc2ccccc2)c(=O)[nH]c1=O` gave E-selectin induc 0.2, RAD52 inh -36, Casp6 inh -1, ARNT-TACC3 inh 1 and ERp5 block -7.
Screening Cc1ccc2nc(SCC(=O)Nc3cccnc3Cl)[nH]c2c1 returned E-selectin induc -1.0, RAD52 inh -7, Casp6 inh 3, esBAF inh -3, ARNT-TACC3 inh 5, RAD54 branch 9 and PglD DTNB 4.
C[C@@H]1CN([C@@H](C)CO)C(=O)c2cc(NS(=O)(=O)c3cn(C)cn3)ccc2O[C@@H]1CN(C)CC1CC1 was read as E-selectin induc -0.2, RAD52 inh 4, Casp6 inh -8, esBAF inh 3, ARNT-TACC3 inh -10, ERp5 block 3, RAD54 branch 11 and PglD DTNB 1.
For COc1ccc(-c2noc(C(=O)NCc3ccccc3Cl)n2)cc1OC the results were RAD52 inh -3, Casp6 inh 5, ARNT-TACC3 inh 2 and ERp5 block -2.
CCOc1ccc(NC(=O)CCC(=O)NNC(=O)Nc2cccc(Cl)c2)cc1 was read as E-selectin induc 1.2, RAD52 inh -7, Casp6 inh 0 and ERp5 block -5.
`CCCN1C[C@@H](C)[C@H](OC)CN(C)C(=O)c2cc(NC(=O)COC)ccc2OC[C@@H]1C` gave E-selectin induc 0.3, esBAF inh 0, ARNT-TACC3 inh -4, RAD54 branch 0 and PglD DTNB 5.
Screening CCN(CCS(=O)(=O)c1ccc(Cl)cc1)Cc1nc2ccccc2c(=O)[nH]1 returned E-selectin induc 4.0, RAD52 inh -51, Casp6 inh 2, esBAF inh -4, ARNT-TACC3 inh 6, ERp5 block -1, RAD54 branch 13 and PglD DTNB 5.
O=C(NC(Cc1c[nH]c2ccccc12)C(=O)Nc1ccc(F)cc1)c1cccs1 (centres undefined) was read as E-selectin induc -0.3, esBAF inh -3, ARNT-TACC3 inh -2, RAD54 branch 1 and PglD DTNB 0.
Screening CO[C@@H](CN(C)C(=O)C1CCOCC1)[C@H](C)CN(C(=O)Nc1ccc(F)cc1)[C@@H](C)CO returned E-selectin induc -0.1, RAD52 inh -3, Casp6 inh 1, esBAF inh 7, ARNT-TACC3 inh -8, ERp5 block -8, RAD54 branch -7 and PglD DTNB 1.
Screening CCOC(=O)CCCNC(=O)CN1C(=O)NC(CCc2ccccc2)C1=O (centres undefined) returned esBAF inh -6, ARNT-TACC3 inh -22, RAD54 branch -2 and PglD DTNB 0.
For CCOC(=O)N1CCN(CCC(=O)Nc2ccc(Br)cc2)CC1 the results were esBAF inh -13, ARNT-TACC3 inh -1, RAD54 branch 2 and PglD DTNB -2.
